BoNT-F LC inh – BoNT F light chain protease inhibition; Multiplex microsphere protease cleavage assay, flow cytometry; AID 588497; inhibition, % at 10 µM; hit rate 0.22% among 360,000; in the data active = inhibition above about 35%, passing the limit was not always enough; inconclusive = no clear call, values can overlap the other calls; note: plate controls were buffer without enzyme for full effect and enzyme alone for no effect
GDH-TPI counter – GDH-TPI coupled enzyme inhibition counter-screen; inhibition, % at 4.8 µM; AID 588335; GDH-TPI coupled enzyme counterscreen, NADH absorbance; hit rate 1.2% among 360,000;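 note: 0% = DMSO wells and 100% = wells lacking the enzyme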
BoNT-A LC inh2 – blocks Botulinum neurotoxin A light chain protease. inhibition, % at 10 µM. multiplex microsphere protease substrate cleavage, flow cytometry. AID 588499. hit rate 0.17% among 360,000; in the data active = inhibition above about 30%; inconclusive = no clear call, values can overlap the other calls; note: plate controls were buffer without enzyme for full effect and enzyme alone for no effect
Mtb BioA inh – BioA (M. tuberculosis) enzyme inhibition | purified M. tuberculosis BioA enzyme, plate reader | hit rate 0.096% among 360,000 | inhibition, % at 9.99 µM; in the data active = inhibition above about 40%; inconclusive = no clear call, values can overlap the other calls
FadD28 binding – inhibitors of Mycobacterium tuberculosis FadD28 bisubstrate binding; FadD28 bisubstrate probe binding, fluorescence polarization; inhibition, % at 12.5 µM; hit rate 0.22% among 360,000; in the data active = inhibition above about 8.5%, passing the limit was not always enough; inconclusive = no clear call, values can overlap the other calls
Mtb FBA inh – inhibits M. tuberculosis FBA enzyme; hit rate 2.3% among 360,000; AID 588726; P9WQA3; inhibition, % at 1 µM; purified M. tuberculosis FBA, fluorescence read-out; in the data active = inhibition above about 27%;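 note: 0% = vehicle and 100% = reference inhibitor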
Target sequence (P9WQA3 whole entry, looked up): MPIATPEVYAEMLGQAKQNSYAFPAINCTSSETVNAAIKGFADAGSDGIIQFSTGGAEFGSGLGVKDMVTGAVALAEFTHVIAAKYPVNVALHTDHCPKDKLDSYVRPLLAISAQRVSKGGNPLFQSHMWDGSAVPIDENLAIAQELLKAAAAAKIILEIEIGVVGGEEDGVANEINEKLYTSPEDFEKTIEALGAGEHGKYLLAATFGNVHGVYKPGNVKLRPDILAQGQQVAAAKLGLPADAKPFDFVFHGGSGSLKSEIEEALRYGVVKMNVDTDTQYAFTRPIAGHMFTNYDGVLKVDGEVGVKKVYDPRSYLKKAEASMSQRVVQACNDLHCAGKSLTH
Mtb UGM inh – Mtb UDP-galactopyranose mutase inhibition | hit rate 0.06% among 320,000 | AID 504406 | purified UGM, fluorescence polarization probe displacement | inhibition, % at 10 µM; in the data active = inhibition above about 10%, passing the limit was not always enough; inconclusive = no clear call, values can overlap the other calls
Target sequence (P9WIQ1 whole entry, looked up): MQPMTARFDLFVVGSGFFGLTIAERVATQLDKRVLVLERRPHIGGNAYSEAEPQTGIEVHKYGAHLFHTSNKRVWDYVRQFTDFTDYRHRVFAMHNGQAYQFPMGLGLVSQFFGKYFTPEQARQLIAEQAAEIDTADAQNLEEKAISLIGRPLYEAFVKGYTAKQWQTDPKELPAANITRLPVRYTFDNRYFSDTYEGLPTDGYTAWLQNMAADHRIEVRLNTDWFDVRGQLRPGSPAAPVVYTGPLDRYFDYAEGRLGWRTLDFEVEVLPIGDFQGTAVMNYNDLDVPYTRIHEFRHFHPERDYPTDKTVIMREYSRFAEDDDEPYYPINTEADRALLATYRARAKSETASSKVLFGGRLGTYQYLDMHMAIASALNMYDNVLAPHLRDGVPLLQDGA
CCHFV vOTU inh – CCHFV vOTU protease inhibition; inhibition, % at 11.5 µM; hit rate 0.55% among 370,000; AID 651958; Pep-AMC fluorescence; note: 0% = vehicle wells with enzyme and 100% = no enzyme wells
PrPC surface inh – reduces human prion protein on the cell surface; cell surface PrPC, TR-FRET read-out; inhibition, % at 13.8 µM; hit rate 0.43% among 370,000; AID 720596; in the data active = inhibition above about 24%; note: 0% = median of the test wells and 100% = reference compound wells
Numbers without * were called inactive; ? = inconclusive; . = no result given; + = active, no number. Cut-off read from the data, not from the text of the source, unless noted: active = inhibition above about 30%; inactive = the rest.

SMILES,FadD28 binding,Mtb BioA inh,BoNT-A LC inh2,BoNT-F LC inh,GDH-TPI counter,CCHFV vOTU inh,Mtb UGM inh,Mtb FBA inh,PrPC surface inh
CS(=O)(=O)N1CCCC(C(=O)Nc2cccc(F)c2)C1 (configuration not stated),-0.5,0.1,-0.9,?,3.5,-6.8,-0.7,1.5,-4.7
COCCNC(=O)C(=O)NCC1OCCN1S(=O)(=O)c1ccc2c(c1)OCCO2 (configuration not stated),-4.6,.,-0.6,-6.8,-12.9,-1.0,0.3,4.8,11.3
Cc1ccc(S(=O)(=O)N2CCCOC2CNC(=O)C(=O)NCc2ccc3c(c2)OCO3)cc1 (configuration not stated),1.2,-0.8,-3.0,-0.6,-1.4,-0.9,-2.4,1.5,1.1
CCN(C1CCS(=O)(=O)C1)S(=O)(=O)c1ccc2ccccc2c1 (configuration not stated),-1.5,-2.3,1.4,4.8,-2.8,-8.9,1.1,0.6,-2.6
COC(=O)C1C(=O)c2c(C)noc2CC1(C)C (configuration not stated),-2.6,2.1,-0.7,-7.1,-6.7,-5.8,-2.0,-0.6,2.1
CN(C)c1nc(N(C)C)nc(N(C)C)n1,-0.5,-1.2,0.2,-1.1,4.7,23.1,-0.1,5.2,-5.3
Cc1cc(O)c(-c2cc(C(=O)Nc3sc4c(c3C(=O)NCc3ccco3)CCC4)[nH]n2)cc1C,-0.8,.,-2.0,-6.5,34.2*,-3.1,5.1,2.2,-2.8
O=C(c1cccc(NS(=O)(=O)c2ccccc2)c1)N1CCCC1,-1.5,0.1,-2.8,-2.4,9.3,-12.0,1.7,-0.9,0.7
CCC(Sc1nc2ncnc(N)c2[nH]1)C(=O)O (configuration not stated),-1.2,0.2,-1.0,2.2,-2.5,11.1,1.3,0.6,0.1
CC(C)CN(C(=O)c1ccc(=O)n(C)n1)c1c(N)n(Cc2ccccc2)c(=O)[nH]c1=O,-0.8,.,-3.5,-14.0,0.7,8.0,-1.6,-0.8,-5.2
CCCCCOc1ccc(Cn2ccnc2)cc1[N+](=O)[O-],-3.7,5.2,-0.7,-5.3,2.1,-25.5,-1.0,8.9,-1.6
CCOC(=O)c1c(C)n(Cc2ccccc2)c2ccc(O)cc12,-0.6,.,0.0,-5.0,3.4,11.2,-1.3,2.1,4.3
COc1ccc(NC(=S)NCC2CCCO2)c(C)c1 (configuration not stated),-1.1,.,-0.7,-19.9,7.4,20.0,2.2,1.8,3.6
C=CCn1c(SCC(=O)NC2CC2)nnc1-c1cccc(OC)c1,-2.0,-0.3,-1.4,8.9,1.4,-2.3,-3.5,-1.3,-1.4
O=C1CC(N2CCN(C3CCc4ccccc4C3)CC2)C(=O)N1c1ccccc1 (configuration not stated),-0.2,-0.7,-0.7,1.3,20.0,1.9,-1.0,-1.8,-10.2
CCC(C)C(=O)Nc1nc(C)c(-c2csc(Nc3ccccc3OC)n2)s1 (configuration not stated),-4.7,-1.0,0.4,-1.1,9.2,6.1,-2.5,1.8,2.5
CS(=O)(=O)c1ccc(Cl)c(NC(=O)COC(=O)c2ncc(Cl)c(Cl)c2Cl)c1,0.4,1.1,-3.9,-4.0,2.1,-3.3,2.5,1.9,-2.7
CCCCCCCCOC(=O)C[N+](C)(C)C/C=C(/C)Cl,-3.3,0.4,-0.8,-5.2,-3.5,5.2,1.8,3.9,5.9
COc1ccc(CN(C)C(=O)c2ccc3c(=O)n4c(nc3c2)CCC4)c(OC)c1,-2.4,.,0.6,-2.8,4.5,-17.9,-1.4,-0.2,3.8
C=CCN(CC=C)S(=O)(=O)c1ccc(C(=O)Nc2nc3c(s2)CCc2ccccc2-3)cc1,-3.5,-2.5,0.0,-8.2,8.5,6.3,5.0,0.4,8.0
CCS(=O)(=O)N1CCN(C(=O)c2cccc3ccccc23)CC1,-0.9,-1.8,0.0,2.9,-2.6,-7.3,-0.6,-2.3,1.7
COc1cc(=O)n(C)c2c(OCC(O)C(C)(C)O)cccc12 (configuration not stated),-0.5,-1.4,-0.6,-7.0,8.2,-5.4,-2.5,1.6,3.4
COC(=O)C(C)n1cnc2c(nnn2-c2cccc(Cl)c2)c1=O (configuration not stated),-1.0,2.1,0.6,-1.3,3.9,1.3,-1.0,2.7,-7.3
O=C(Nc1nc2c(Cl)cccc2s1)C1CC1,-3.5,-1.3,1.7,0.3,-7.8,8.4,0.3,1.3,0.5
COc1cc(C(=O)NCC(C)C)cc(OC)c1OC,-0.3,-0.6,-0.8,-0.8,1.9,-0.1,0.2,-0.7,-0.5
Cc1ccc(NC(=O)Cn2c(=S)[nH]c3ccccc32)cc1,-1.7,.,-0.2,-1.0,-4.4,-3.3,-1.7,-1.1,-2.6
COc1ccc(OC)c(CN2CCN(C(=O)c3ccc(S(=O)(=O)N4CCCCCC4)cc3)CC2)c1,-0.4,-1.3,-0.2,0.9,15.2,16.8,.,0.9,1.5
COc1cc(NS(=O)(=O)c2ccc(NC(C)=O)cc2)nc(OC)n1,-2.1,1.5,0.0,-4.1,-4.0,2.1,-0.2,1.4,2.8
CCN(CC(=O)Nc1ccc(OC)cc1)C(=O)c1ccc2[nH]c3c(c2c1)CC(C)CC3 (configuration not stated),-1.8,-0.1,.,.,-10.2,0.7,-0.8,4.3,-4.6
Cc1ccc(-c2nnc(Oc3ccc(NC(=O)c4ccccc4)cc3)c3ccccc23)cc1,0.7,.,0.0,-7.4,3.6,11.7,.,-1.5,2.7

New compounds follow:
SMILES,FadD28 binding,Mtb BioA inh,BoNT-A LC inh2,BoNT-F LC inh,GDH-TPI counter,CCHFV vOTU inh,Mtb UGM inh,Mtb FBA inh,PrPC surface inh
CCC1(C)Cc2c(sc3nc(SCC(=O)c4ccccc4)[nH]c(=O)c23)CO1 (configuration not stated),-1.5,0.8,-0.7,-4.5,16.1,1.7,1.4,-3.6,-6.7
CS(=O)(=O)N(CC(=O)N1CCN(Cc2ccccc2)CC1)c1ccccc1F,-2.3,-1.9,0.0,5.4,-1.5,6.3,2.2,-1.6,1.5
CCOC(=O)/C(C#N)=C/c1cc2ccccc2nc1Cl,-3.3,2.9,1.0,5.0,6.2,1.2,0.9,3.9,1.9
COc1ccccc1NC(=O)c1nn(-c2ccc(OC(F)(F)F)cc2)ccc1=O,0.5,0.3,0.1,-1.7,1.7,15.3,-0.3,8.2,-2.5
COc1ccccc1NC(=O)C1CCCN(c2cc(C)nc3ncnn23)C1 (configuration not stated),-0.5,2.2,-0.7,4.8,-1.9,6.8,-0.7,16.3,2.6
CC(C)[C@H](NC(=O)N1CCn2c1nc1ccccc12)C(=O)NCCc1ccccc1,-0.4,.,-2.4,-4.2,6.3,25.4,-0.2,5.3,-1.7
O=C(Nc1ccccc1)c1ccccc1Br,-0.9,0.5,-0.6,-5.6,3.1,-0.9,.,-2.0,12.4
NC(=O)N/N=C/c1sc(=O)n(-c2ccccc2)c1Cl,0.3,.,1.5,?,14.3,-8.3,0.8,0.7,-12.6
CCOC(=O)c1ccccc1NC(=O)N1CCn2c(C)ccc2C1CC (configuration not stated),1.0,-0.8,-0.2,5.7,3.3,-2.4,2.2,13.2,-6.6
Cc1ccc(NC(=O)Cn2nnc(C(=O)NCc3ccc(Cl)cc3)c2N)cc1F,-4.1,-0.4,-0.8,-2.3,5.2,3.8,-3.0,-1.7,8.5
CC1CCCC(C)N1/N=C/c1ccc([N+](=O)[O-])cc1 (configuration not stated),-2.7,-0.1,-0.1,-18.3,0.9,9.9,1.4,1.8,-1.5
O=C(COc1ccc2cc(-c3ccccc3)c(=O)oc2c1)NCC1CCC(C(=O)O)CC1 (configuration not stated),0.0,1.2,-1.1,-27.4,49.0*,-282.6,-0.7,+,-2.5
Cc1cc(C)cc(OCC(=O)OCC(=O)c2c(N)n(C)c(=O)n(C)c2=O)c1,0.4,-1.3,-0.1,-21.2,7.8,-4.2,4.1,0.9,-5.8
O=C(CCCn1c(=O)[nH]c2ccccc2c1=O)NC1CCCCCC1,-1.1,1.5,0.4,2.0,3.1,-5.7,0.1,5.5,1.4
NC(=O)Nc1ccccc1C(=O)Nc1ccc2ccccc2c1,-0.8,-0.5,.,.,2.6,-8.6,-1.9,7.8,1.4
COc1cccc(Nc2ncnc3nc[nH]c23)c1,-4.7,6.9,-0.7,-3.0,6.2,-6.7,1.4,-4.2,-3.8
COc1ccc(N2CCN(C(=O)COC(=O)c3c(-c4ccccc4)noc3C)CC2)cc1,0.3,-2.2,-1.8,-27.1,1.0,12.3,2.5,-0.3,2.1
CCOC(=O)c1c(NC(=O)c2c(C(=O)O)cccc2[N+](=O)[O-])sc2c1CCCC2,0.1,2.6,-0.4,5.8,24.0,9.2,3.1,1.6,-1.5
COc1ccc(C(=O)c2c(C)oc3ccc(O)cc23)cc1,0.3,1.2,-1.3,-5.4,15.6,-0.3,-1.4,0.7,1.6
CCCCCC[C@@H]([C@@H](C)O)n1cnc2c(N)ncnc21,-2.6,0.3,-0.1,-3.6,-8.2,4.4,0.0,0.8,-4.3
O=C(O)C1CCCCC1C(=O)Nc1ccc2c(c1)OCO2 (configuration not stated),-5.4,-0.8,-1.7,-6.7,-2.5,2.7,-1.6,-4.3,4.1
CC(=O)Nc1cccc(C(=O)O)n1,-1.1,.,0.1,0.6,-3.5,-13.2,-2.1,-1.0,3.2
COc1cc(CN/C(C)=C(\C#N)C(N)=O)cc(OC)c1OC,2.1,0.9,1.0,-12.0,7.8,21.1,0.7,2.5,-2.3
Cc1nc(N)nc(OCC(F)(F)C(F)F)c1Br,0.8,0.7,0.2,4.7,0.6,2.4,1.6,-3.1,4.3
COc1ccc2[nH]c3c(C)c4cc[n+](C)cc4c(C)c3c2c1,-1.6,.,0.8,-76.7,7.8,11.4,.,-3.2,-7.4
COc1ccc(/C=C2\SC(=O)N(CCC(=O)Nc3ccccc3)C2=O)cc1OC,-1.3,.,-0.5,5.2,0.4,-1.1,0.6,3.5,-1.8
COc1ccc(NC(=O)CN(C)C(=O)c2cc3c(s2)CCC3)cc1,2.1,0.0,-2.9,3.8,-7.9,.,1.9,-2.8,.
CC(=O)c1ccc(NC(=O)c2cccc(NC(=O)c3ccccc3)c2)cc1,1.1,-1.5,-2.2,-1.9,11.4,-12.2,-0.7,0.5,-1.6
O=C(C1CCC(=O)N(C2CCCC2)C1)N1CCC(Oc2cccc(F)c2)CC1 (configuration not stated),-0.3,0.1,2.2,1.8,-12.8,0.6,1.0,-0.8,0.8
O=C(NC(=S)N1CCCc2ccccc21)c1ccc([N+](=O)[O-])cc1,0.7,.,20.9,-14.3,-0.2,-3.0,-0.7,6.3,-12.8

Next part:
SMILES,FadD28 binding,Mtb BioA inh,BoNT-A LC inh2,BoNT-F LC inh,GDH-TPI counter,CCHFV vOTU inh,Mtb UGM inh,Mtb FBA inh,PrPC surface inh
Cc1ccc(OCCC(=O)OCC(=O)c2c(N)n(CC(C)C)c(=O)n(C)c2=O)cc1,?,0.4,-0.2,-12.3,10.5,11.8,-1.6,-1.2,-3.2
COc1ccc2c(Cl)c(C(=O)NN)sc2c1,-3.4,-2.5,0.6,-7.1,20.7,12.2,4.1,1.1,9.0
CCn1c(=O)c(C(=O)NCCN2CCCCC2)c(O)c2ccccc21,-0.6,-0.8,-1.1,-9.9,5.5,34.2*,3.2,1.4,-3.2
C=CCCN(Cc1ccccc1)S(=O)(=O)c1ccccc1Br,-3.3,0.5,0.4,5.8,5.9,5.7,-1.6,0.7,-9.0
CCC1(c2ccccc2)NC(=O)N(CC(=O)NNC(=O)c2ccoc2C)C1=O (configuration not stated),-1.7,.,-0.1,6.9,2.5,2.7,3.4,-1.0,-3.7

Fetched one by one from the entries so far, 2 records:
SMILES,FadD28 binding,Mtb BioA inh,BoNT-A LC inh2,BoNT-F LC inh,GDH-TPI counter,CCHFV vOTU inh,Mtb UGM inh,Mtb FBA inh,PrPC surface inh
COc1ccc(C(=O)c2c(C)oc3ccc(O)cc23)cc1,0.3,1.2,-1.3,-5.4,15.6,-0.3,-1.4,0.7,1.6
CC(=O)c1ccc(NC(=O)c2cccc(NC(=O)c3ccccc3)c2)cc1,1.1,-1.5,-2.2,-1.9,11.4,-12.2,-0.7,0.5,-1.6

Bioassay records: PubChem, several laboratories
